MITF act: MITF TRPM1 promoter activation in melanoma cells; SK-MEL-5 TRPM1-promoter luciferase, 24 h; % of positive control, neutral wells = 0; activation, % at 12.5 µM; 300,000 compounds, 0.75% hits; AID 588334;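 active means mean activation of at least 80% with every replicate also reaching 80%; inconclusive means mean reaches 80% but some replicate falls short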;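 further: 0% = neutral control wells and 100% = parthenolide positive control wells; values of inactives mirror those of a sister screen read the other way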
dFosB activator: activators of mouse delta FosB homodimer. P13346. activation, % at 25 µM. purified delta FosB, TAMRA-CDK5 oligo fluorescence polarization; percent of positive-control signal above neutral wells. AID 493131. 340,000 compounds, 0.99% hits;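 active means mean activation above about 17%, with every replicate also reaching it, limit read from the data, passing the limit was not always enough; inconclusive means only one of the two conditions met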;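 further: fluorescence polarization rise as delta FosB binds a TAMRA Cdk5 AP-1 oligo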
Rtt109 HAT inh: inhibitors of Candida albicans Rtt109/Vps75 histone acetyltransferase; Q5AAJ8; purified Rtt109/Vps75, ThioGlo CoA-SH fluorescence, 4 h; 330,000 compounds, 0.16% hits; inhibition, % at 34.9 µM; AID 540336;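 active means inhibition of at least 50% in every replicate; inconclusive means best replicate reaches 50% inhibition but some replicates fall short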
Target sequence (Q5AAJ8 whole entry, looked up): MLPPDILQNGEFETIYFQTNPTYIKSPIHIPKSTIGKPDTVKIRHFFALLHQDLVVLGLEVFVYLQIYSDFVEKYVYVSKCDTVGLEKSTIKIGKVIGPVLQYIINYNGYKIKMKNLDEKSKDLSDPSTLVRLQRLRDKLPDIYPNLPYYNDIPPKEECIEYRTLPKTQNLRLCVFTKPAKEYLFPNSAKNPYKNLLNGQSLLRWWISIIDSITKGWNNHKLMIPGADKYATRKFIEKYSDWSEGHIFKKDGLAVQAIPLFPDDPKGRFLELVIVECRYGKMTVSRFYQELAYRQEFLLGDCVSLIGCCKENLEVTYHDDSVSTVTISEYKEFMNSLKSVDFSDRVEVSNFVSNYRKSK
Wnt act: activators of Wnt/beta-catenin signaling | Wnt/beta-catenin reporter cell assay, activator, plate reader | activation, % at 9.35 µM | 300,000 compounds, 1.2% hits | AID 743398; in the data active means activation above about 30%, passing the limit was not always enough; inconclusive means no clear call, values can overlap the other calls;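 further: 0% = neutral control wells and 100% = positive control wells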
SR-BI uptake up: enhances SR-BI lipid uptake from DiI-HDL; 320,000 compounds, 0.096% hits; CHO ldlA[mSR-BI] cells, DiI-HDL uptake fluorescence, 3 h; 100 = double the neutral-control signal; AID 504775; activation, % at 12.5 µM;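 active means mean replicate activation of at least 60% and every replicate at or above 60%; inconclusive means mean or all-replicate condition met, but not both; inactive means mean below 60% and not all replicates reaching 60%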;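 further: 0% = median plate neutral-control signal and 100% = twice that signal; values of inactives mirror those of a sister screen read the other way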
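Material: SR-BI-overexpressing, LDLR-lacking CHO cells; schedule: compound exposure 3 h, 37 °C; reagent: DiI-labelled HDL at 10 µg/mL final; technique: bottom-read fluorescence, 550/595 nm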
CDK5 inh: inhibitors of human CDK5/p35 kinase; Q00535+Q15078; Recombinant CDK5/p35, ADP-Glo luminescence, 60 min; inhibition, % at 10 µM; 330,000 compounds, 0.01% hits; AID 488839;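 active means highest replicate inhibition of at least 50% and at least 75% of replicates reaching 50%; inconclusive means only one of the two criteria met; inactive means both criteria failed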;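 further: plate controls were DMSO neutral control for no effect and GW8510 at 10 µM for full effect; many of its hits are not listed in these tables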
Target sequence (Q00535 whole entry, looked up): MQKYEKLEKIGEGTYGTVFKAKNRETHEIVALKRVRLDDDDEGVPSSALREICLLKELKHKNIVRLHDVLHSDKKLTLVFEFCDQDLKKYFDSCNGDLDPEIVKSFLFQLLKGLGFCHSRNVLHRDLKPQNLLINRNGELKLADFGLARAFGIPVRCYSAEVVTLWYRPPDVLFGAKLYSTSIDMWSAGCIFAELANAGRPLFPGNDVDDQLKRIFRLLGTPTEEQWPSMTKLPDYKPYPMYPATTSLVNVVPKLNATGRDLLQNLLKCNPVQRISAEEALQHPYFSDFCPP
Target sequence (Q15078 whole entry, looked up): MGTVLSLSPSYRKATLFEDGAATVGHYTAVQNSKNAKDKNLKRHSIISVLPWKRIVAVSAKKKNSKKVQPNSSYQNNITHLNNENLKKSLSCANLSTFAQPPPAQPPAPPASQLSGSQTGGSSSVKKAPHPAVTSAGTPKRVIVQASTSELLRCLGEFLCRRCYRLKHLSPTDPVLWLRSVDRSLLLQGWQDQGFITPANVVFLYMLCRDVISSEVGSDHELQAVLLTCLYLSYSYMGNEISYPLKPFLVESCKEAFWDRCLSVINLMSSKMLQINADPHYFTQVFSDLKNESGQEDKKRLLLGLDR
RTF Ca sens act: increases calcium sensitivity of human cardiac regulated thin filaments; P19429+P45379; IANBD-labeled TnC RTF fluorescence at EC20 calcium; 0% EC20 calcium, 100% full calcium; activation, % at 7.2 µM; 340,000 compounds, 0.24% hits;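 active means activation above the mean over all tested compounds plus 3 SD, cut at about 30% in these data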;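 further: rise in fluorescence read as greater calcium sensitivity of cardiac thin filaments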
SR-BI HDL uptake: blocks mouse SR-BI lipid uptake from DiI-HDL | Q61009 | ldlA[mSR-BI] CHO cells, DiI-HDL uptake fluorescence, 3 h | inhibition, % at 12.5 µM | 320,000 compounds, 0.96% hits | AID 488896;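 active means mean replicate inhibition of at least 70% and a set share of replicates each scoring 70 or more; inconclusive means meets just one of the two criteria; inactive means fails both criteria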;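 further: 0% = median of neutral control wells and 100% = median of positive control wells; values of inactives mirror those of a sister screen read the other way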
PvdQ inh: P. aeruginosa PvdQ acylase inhibition; purified PvdQ acylase, fluorescence plate reader; inhibition, % at 10 µM; 340,000 compounds, 0.063% hits; in the data active means inhibition above about 30%, passing the limit was not always enough; inconclusive means no clear call, values can overlap the other calls;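 further: 0% = vehicle neutral wells and 100% = reference inhibitor wells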
HTR5A ag: activates human HTR5A in OPRM1-OPRD1 agonist counter-screen; activation, % at 9.3 µM; P47898; HTR5A agonist assay, luminescence, cell-based; AID 504692; 340,000 compounds, 0.61% hits; in the data active means activation mostly above about 9.5%, no sharp cut-off; inactive means mostly below about 7.6%;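 further: 0% = cells with vehicle only and 100% = reference agonist; strong numbers were not always called active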
An asterisk follows results filed as active; ? = inconclusive; · = not tested or not shown.

A first look:
Structure	MITF act	dFosB activator	Rtt109 HAT inh	Wnt act	SR-BI uptake up	CDK5 inh	RTF Ca sens act	SR-BI HDL uptake	PvdQ inh	HTR5A ag
Cc1cc2ccccn2c1C(=O)c1ccccc1Br	-11	-13	4	-3	3	-1.8	-9	-3	-3	-8
CC(=O)N(Cc1cc2c(C)cc(C)cc2[nH]c1=O)C1CCCCC1	-5	-1	16	·	-11	6.9	-3	11	2	16
O=C1C/C(=C/NCc2ccccc2)C(=O)N1	3	4	-8	·	43	0.5	-2	-43	-12	0

The whole of this part, from the start:
Structure	MITF act	dFosB activator	Rtt109 HAT inh	Wnt act	SR-BI uptake up	CDK5 inh	RTF Ca sens act	SR-BI HDL uptake	PvdQ inh	HTR5A ag
Cc1cc2ccccn2c1C(=O)c1ccccc1Br	-11	-13	4	-3	3	-1.8	-9	-3	-3	-8
CC(=O)N(Cc1cc2c(C)cc(C)cc2[nH]c1=O)C1CCCCC1	-5	-1	16	·	-11	6.9	-3	11	2	16
O=C1C/C(=C/NCc2ccccc2)C(=O)N1	3	4	-8	·	43	0.5	-2	-43	-12	0
CCOC(=O)C1CCCCN1C(=O)CCn1nnnc1CN1CCOCC1 (stereo not drawn)	10	2	8	-1	19	-0.6	-3	-19	-1	0
Cc1ccc(C)c(N2CCN(C(=O)c3ccc4c(c3)c(C)c(C)n4C)CC2)c1	5	-8	-3	-2	-14	-0.8	-2	14	-8	5
CCOC(=O)Cc1nn(C)c(=O)c2ccccc12	4	-3	2	-1	-7	0.7	-3	7	-4	2
CC(C)(C)C(=O)Nc1ccccc1N1CCN(c2ccc(F)cc2)CC1	2	-7	6	5	-31	1.0	-7	31	14	0
CCOC(=O)C1(Cc2ccc(Cl)cc2)CCN(Cc2ccon2)CC1	12	-8	2	-2	-2	0.9	2	2	-19	1
Cc1ccc(NC(=O)COc2ccc(N(C)S(=O)(=O)c3ccc(F)cc3)cc2)cc1	0	0	6	-1	-9	-0.1	5	9	-9	-2
CCC1=NN(S(=O)(=O)c2ccc(C)cc2)C(O)(C(F)(F)F)C1 (stereo not drawn)	-11	5	2	-1	12	-5.6	10	-12	-29	-2
NC(=O)COC(=O)/C=C/c1cccc(Br)c1	0	6	0	-2	9	-0.1	6	-9	3	-2
CCc1cc2c3c([nH]c2cc1S(=O)(=O)N1CCC2(CC1)OCCO2)CCCC3=O	-3	-5	3	-2	4	-1.3	-1	-4	-16	1
O=C(OCc1nnc(-c2ccccc2)o1)c1cc([N+](=O)[O-])ccc1Cl	-9	-9	-1	-2	7	3.7	6	-7	16	2
CCCN1CCN(CCCNC(=O)C(CC)n2nc(C)c3sc4ccccc4c3c2=O)CC1 (stereo not drawn)	-8	0	4	0	8	0.4	-7	-8	-9	10*
CCc1ccc(N(CC(=O)NC2CCCCC2)C(=O)CCC(=O)Nc2ccccn2)cc1	-2	-9	11	0	14	-0.1	-6	-14	-8	4

The list goes on.
Structure	MITF act	dFosB activator	Rtt109 HAT inh	Wnt act	SR-BI uptake up	CDK5 inh	RTF Ca sens act	SR-BI HDL uptake	PvdQ inh	HTR5A ag
O=C(N/N=C/c1cc([N+](=O)[O-])cc([N+](=O)[O-])c1O)/C(=C\c1cccs1)NC(=O)c1ccccc1	-1	2	32	-2	-14	-1.2	1	14	11	-3
O=C(c1ccc(NC(=S)NCc2ccco2)cc1)N1CCOCC1	-1	0	1	-1	-7	1.5	-1	7	3	1
Cc1n[nH]c(C)c1Cc1c(F)cccc1Cl	·	-10	-4	-4	·	1.4	-3	·	-16	-2
O=C(NCc1ccccc1Cl)C1CCCN(S(=O)(=O)c2cccc3nonc23)C1 (stereo not drawn)	7	39*	-4	-1	·	-1.7	-2	·	-7	4
COCCCn1c(SCC(=O)Nc2nnc(C)s2)nnc1-c1ccoc1C	1	-1	-5	·	7	0.4	5	-7	-12	-1
COc1cccc(OCc2cc(C(=O)N3CCN(C4CCCCC4)C(=O)C3)no2)c1	5	-7	3	1	-19	1.2	-4	19	-12	0
CN(CC(=O)NCc1ccncc1)S(=O)(=O)c1ccccc1	13	6	-2	0	0	0.3	6	0	2	11
COC(C[C@@H]1O[C@H]1[C@@H](O)[C@@H](C)OCc1ccccc1)OC	1	6	11	1	13	1.4	-3	-13	0	0
Cc1nc(Cl)c(S(N)(=O)=O)c(C)c1Cl	1	-3	-6	-2	1	-0.2	·	-1	-9	·
O=C(Sc1ccc(Cl)cc1)c1ccccn1	-1	-2	-15	0	8	0.8	1	-8	-6	1
CN(C)/C=N/NC(=O)c1ccccc1Cl	-5	-2	-9	2	22	1.5	-2	-22	-7	2
O=C(Oc1ccc(Br)cc1)C1CCN(C2=NS(=O)(=O)c3ccccc32)CC1	2	-1	9	2	-12	1.7	-2	12	-9	2
CCc1nc(SCc2ccc(Br)cc2)n[nH]1	63	-8	-8	18	3	-0.3	1	-3	-14	0
O=C(Cc1ccccc1)c1c[nH]c(C(=O)NCc2ccncc2)c1	11	-3	-4	0	14	0.9	1	-14	-4	3
COc1cc(Cl)c(C)cc1NC(=O)CSc1nnc(CN2CCCC2)o1	·	-2	-17	14	6	2.6	4	-6	-10	0

Later entries:
Structure	MITF act	dFosB activator	Rtt109 HAT inh	Wnt act	SR-BI uptake up	CDK5 inh	RTF Ca sens act	SR-BI HDL uptake	PvdQ inh	HTR5A ag
O=C(c1ccncc1)N1CCN(CCc2ccccc2)CC1	-7	-3	-1	0	·	0.9	-3	·	-11	2
O=C(CSc1nc2ccccc2o1)NCCOc1ccccc1	0	-11	-6	·	10	1.3	-2	-10	-12	-3
O=C(Cc1ccc(-n2c(=S)[nH]c3ccccc3c2=O)cc1)N1CCC(N2CCCCC2)CC1	-17	-8	10	-5	10	-6.0	0	-10	-25	6
COC(=O)NNC(=O)COc1cc(C)ccc1C	8	-1	2	-2	29	-1.8	11	-29	1	1
COc1ccc(/C=N/N2C(=O)C3C4C=CC(CC4)C3C2=O)c(OC)c1 (stereo not drawn)	8	-4	-1	16	-2	2.1	-2	2	-11	2
CCOc1ccc(N(C)S(=O)(=O)c2cc(-c3cc(C)no3)ccc2OC)cc1	0	-8	29	2	0	-1.3	2	0	-12	-4
CC(C)CC1C(C#N)=C(N)SC(N)=C1C#N	·	-11	-2	·	-12	3.5	42*	12	-7	2
COc1cc2c(cc1OC)CN(C1CCC(C)CC1)CC2 (stereo not drawn)	·	3	0	-1	3	-4.1	0	-3	0	-6
CNC(=O)COC(=O)c1nc(-n2nc(C)cc2C)ccc1Cl	11	-1	-3	-2	17	3.6	2	-17	-4	5
CCc1nc(SCc2ccccc2)n[nH]1	20	-6	1	12	1	1.2	-2	-1	19	-2
O=C(CNS(=O)(=O)c1c(Cl)cccc1Cl)OCC(=O)c1ccc[nH]1	-4	-5	5	-3	·	-1.5	1	·	6	3
CN(CCC#N)S(=O)(=O)c1ccc2c(c1)c(=O)n(C)c(=O)n2C	5	1	-1	0	16	-1.7	3	-16	-12	-1
COc1cc([N+](=O)[O-])ccc1NC(=O)CCCOc1ccccc1	7	-11	2	·	-19	0.0	3	19	-2	-5
COc1ccc(S(=O)(=O)N2CCc3ccccc32)cc1[N+](=O)[O-]	-7	-14	-1	2	-24	0.5	3	24	-7	4
COc1cc(/C=C(\C#N)C(=O)NCC2CCCO2)ccc1OC(C)C (stereo not drawn)	20	-1	0	-6	8	0.7	-6	-8	-2	-1

A few values from the entries so far:
`CCc1ccc(N(CC(=O)NC2CCCCC2)C(=O)CCC(=O)Nc2ccccn2)cc1` @ Rtt109 HAT inh: 11
`COc1cc(Cl)c(C)cc1NC(=O)CSc1nnc(CN2CCCC2)o1` @ dFosB activator: -2
`CCCN1CCN(CCCNC(=O)C(CC)n2nc(C)c3sc4ccccc4c3c2=O)CC1` (stereo not drawn) @ SR-BI uptake up: 8
`Cc1nc(Cl)c(S(N)(=O)=O)c(C)c1Cl` @ Rtt109 HAT inh: -6

Further compounds follow:
Structure	MITF act	dFosB activator	Rtt109 HAT inh	Wnt act	SR-BI uptake up	CDK5 inh	RTF Ca sens act	SR-BI HDL uptake	PvdQ inh	HTR5A ag
COc1ccc(NC(=O)c2cc(S(=O)(=O)N3CCCC3)ccc2OC)cc1	-3	-7	-7	2	-31	0.6	-5	31	-6	6
CC(C)N(Cc1ccccc1)C(=O)CCc1ccccc1	-4	-4	-14	1	6	0.4	-1	-6	-3	-3
O=C(NCCCN1CCOCC1)NC12CC3CC(CC(C3)C1)C2	-1	-6	-3	-2	22	0.4	8	-22	-18	-6
COC(=O)c1c(NC(=O)COC(=O)c2ccc(O)cc2)sc2c1CCCCC2	10	?	·	-1	-32	4.8	-2	32	-8	1
O=c1[nH]c2ccccc2cc1CN(c1ccccc1)S(=O)(=O)c1ccccc1	10	?	32	-2	0	-1.0	9	0	1	-2
C=CCSc1nnc(NC(=O)CCNC(=O)c2ccco2)s1	·	-6	-3	-2	·	-0.1	2	·	-9	1
O=C(NCCS(=O)(=O)N1CCN(Cc2ccccc2)CC1)c1ccccc1	1	2	-9	0	3	-2.3	-3	-3	-12	4
CCOc1ccc(NCCC(=O)c2ccc3c(c2)OCO3)cc1	5	-6	1	-1	4	-0.7	10	-4	-18	-1
CCOC(=O)c1ccccc1N1C(=O)C2Sc3[nH]c(=O)sc3C(/C=C/c3ccccc3)C2C1=O (stereo not drawn)	9	-27	5	13	-10	-0.1	7	10	-7	-4

Screens as filed in PubChem BioAssay.
